Source: PubChem BioAssay (National Center for Advancing Translational Sciences (NCATS))
DRD3 agonist: qHTS of D3 Dopamine Receptor Agonist: qHTS | D(3) dopamine receptor (Homo sapiens), P35462 | D3R DiscoveRx beta-arrestin cells, luminescence, 90 min | max activation, % | actives 0.58% (n = 410,000); in the data active = max activation above about 30%; also: 0% is about no effect; mostly tested at two doses, the higher about 12 µM
Target sequence (P35462 whole entry, looked up): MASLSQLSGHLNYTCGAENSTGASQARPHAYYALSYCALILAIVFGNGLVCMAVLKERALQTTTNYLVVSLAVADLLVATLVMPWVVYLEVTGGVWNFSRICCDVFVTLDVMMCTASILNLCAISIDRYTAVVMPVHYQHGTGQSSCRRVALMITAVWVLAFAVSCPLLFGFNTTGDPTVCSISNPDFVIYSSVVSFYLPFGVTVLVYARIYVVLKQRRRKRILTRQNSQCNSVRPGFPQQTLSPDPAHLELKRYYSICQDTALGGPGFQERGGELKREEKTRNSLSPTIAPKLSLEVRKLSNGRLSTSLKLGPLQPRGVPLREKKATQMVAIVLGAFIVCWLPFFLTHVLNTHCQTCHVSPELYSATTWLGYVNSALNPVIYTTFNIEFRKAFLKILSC
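Agonist-mode cell screen: cells plated at 1500/well and incubated overnight at 37 °C, then exposed to library compounds for 90 min at 37 °C. Detection reagent was added for 30–60 min at room temperature, and luminescence was read.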
GLP1R inv ag: qHTS of GLP-1 Receptor Inverse Agonists (Inhibition Mode). HEK293 GLP-1R CRE-luciferase, luminescence, 24 h; GLP-1R form is constitutively active. Glucagon-like peptide 1 receptor (Homo sapiens), P43220. actives 1.6% (n = 410,000). AID 624417, 2012. Potency, µM (top dose mostly 38.3 µM), without a hit: top-dose activity change, negative = inhibition, actives largely listed as inhibitors; also: potency is read from the fitted curve at half-maximal effect; % is scaled to controls: 0 for no effect and ±100 for the full control effect; nearly all actives have a fitted effect of over 55% in size
Target sequence (P43220 whole entry, looked up): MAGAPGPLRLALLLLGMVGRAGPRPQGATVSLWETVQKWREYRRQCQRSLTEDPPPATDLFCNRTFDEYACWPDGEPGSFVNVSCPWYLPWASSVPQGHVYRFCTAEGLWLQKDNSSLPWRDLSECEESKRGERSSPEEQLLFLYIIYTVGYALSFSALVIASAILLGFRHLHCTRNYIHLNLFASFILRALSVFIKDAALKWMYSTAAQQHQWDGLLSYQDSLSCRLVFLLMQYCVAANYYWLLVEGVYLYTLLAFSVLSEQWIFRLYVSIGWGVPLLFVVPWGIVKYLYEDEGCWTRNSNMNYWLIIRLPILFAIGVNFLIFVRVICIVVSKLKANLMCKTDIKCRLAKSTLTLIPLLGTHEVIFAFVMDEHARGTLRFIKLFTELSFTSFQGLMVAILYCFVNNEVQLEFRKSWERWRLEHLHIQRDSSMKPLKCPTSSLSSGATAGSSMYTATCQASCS
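Cells are plated, allowed 12 hours at 37 deg C, then treated with compounds for 24 hr before luciferase detection reagent is added and luminescence is read after 12 min at room temperature. The HEK293 line carries constitutively active GLP-1R with a cAMP-responsive reporter.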
HEK293 tox: qHTS of GLP-1 Receptor Inverse Agonists: Cytotox Screen; HEK293 cAMP-luciferase reporter cells, luminescence, 24 h; Potency, µM (series often up to 38.3 µM), inactives show at the highest dose activity change, negative = inhibition, most hits filed as inhibitors; actives 0.13% (n = 410,000);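 also: loss of luciferase light is scored as toxicity; potency is read from the fitted curve at half-maximal effect; % is scaled to controls: 0 for no effect and ±100 for the full control effect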
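Quantitative HTS format, 1536 wells, 200 cells/uL seeded. Compounds: 23 nL, 24 h, 37 °C. Detection: luciferase reagent, luminescence at 12 min RT; decreased signal taken as cytotoxic.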
Numbers without * were called inactive; ? = inconclusive; [ ] = remark or other dose. Unless noted, calls follow the shape of the dose curve; as a rule, active = well fitted curve in the direction sought with a large enough effect; inconclusive = small, poorly fitted or top-dose-only effect, or another doubt; inactive = no such curve, though single readings can be large; an effect the other way counts as inactive or inconclusive.

Structure | DRD3 agonist | GLP1R inv ag | HEK293 tox
Cc1cc(C)c(NC(=O)c2cc(S(=O)(=O)N3CCC4(CC3)OCCO4)ccc2F)c(C)c1 | 6 | ? | 4%
CCc1ccc(N2C(=O)CN(S(=O)(=O)CC)CC2(C)C(=O)NC2CCCCC2)cc1 (configuration not stated) | 6 | 11% | 11%
CCC(C(=O)Nc1cccc(-c2cn3cccnc3n2)c1)c1ccccc1 (configuration not stated) | -15 | 4% | -5%
COc1ccc(-c2ccc3c(N)c(C(=O)Nc4cccc(C)c4)sc3n2)cc1 | 9 | 19% | 1%
Cc1ccc(C)c(N2CCN(c3ccc(NC(=O)c4cccs4)cc3C(=O)O)CC2)c1 | 4 | 0% | 0%
CCCCn1c(=O)nc2n(-c3ccc(F)cc3)c3ccccc3cc-2c1=O | 5 | 14% | -5%
COc1cccc(-c2nnc(SCC(=O)N(C)C3CCCCC3)o2)c1 | -6 | ? | 0%
CCN(C(=O)c1ccc2c(=O)n3c(nc2c1)CCCCC3)c1cc(C)ccc1C | 5 | 12% | 1%
O=C(CSc1nc(-c2cccc(F)c2)[nH]c1-c1ccccc1)Nc1ccc2c(c1)OCO2 | 1 | ? | ?
Cc1ccc(CNC(=O)c2ccc(CSCc3ccc(Cl)cc3)o2)cc1 | -7 | 10µM* | 3%
CCOc1ccc(-n2nc3cc(C)c(NC(=O)CC)cc3n2)cc1 | -10 | -6% | 0%
CCN1CCN(Cc2c(O)ccc3oc(C)c(C(=O)Nc4cccc(C(F)(F)F)c4)c23)CC1 | -21 | ? | -2%
COC(=O)c1ccccc1NC(=O)CCn1c(=O)c2cccn2c2cccnc21 | 8 | 2% | 2%
CCN1C(=O)C(Cc2nc3ccccc3c(=O)n2-c2ccccc2)c2cc(Br)ccc21 (configuration not stated) | -5 | -25% | -3%
Nc1c(-c2nc(-c3ccncc3)no2)nnn1CC(=O)Nc1ccccc1 | 1 | 10% | 0%
Cc1ccc2c(=O)c(C(=O)c3ccc(F)cc3)cn(CC(=O)NC3CCCCC3)c2n1 | -3 | 4% | 3%
CCC(C)NC(=O)Cn1c(=O)n(CCCCCC(=O)NCc2ccccc2Cl)c(=O)c2sccc21 (configuration not stated) | -5 | 12% | 13%
Cc1ccc(Cl)cc1NC(=O)Nc1nnc(N(C)Cc2ccccc2)s1 | -8 | -16% | -4%
CC(C)(C)C(=O)Cn1c(=O)n(CCCCCC(=O)NCc2ccc3c(c2)OCO3)c(=O)c2sccc21 | -8 | ? | 4%
CCOC(=O)c1cc(-c2ccccc2)n(CCCC(=O)Nc2ccc(C(C)C)cc2)c1C | 10 | ? | -29%
O=c1n(Cc2ccc(Cl)cc2)c2ccccc2c2nc(-c3ccccc3)nn12 | -1 | 2% | 7%
Cc1ccccc1Cn1c(CN2CCN(c3cc(Cl)ccc3C)CC2)nc2c1c(=O)[nH]c(=O)n2C | -10 | -4% | -3%
CCc1ccc(-n2nc3cc(C)c(NC(=O)c4cc(OC)cc(OC)c4)cc3n2)cc1 | -5 | 10% | -2%
CCOC(=O)c1ccc(NC(=O)Cc2ccc(-n3c(CC)nc4cccnc43)cc2)cc1 | 0 | 12% | -15%
CC(Oc1ccccc1)C(=O)Nc1ccc(C(=O)OCc2cc(=O)n3nc(C(C)C)sc3n2)cc1 (configuration not stated) | 1 | -1% | 3%
Cn1cc(-c2cc3n(n2)CCC(=O)N3CCCC(=O)Nc2ccccc2F)c2ccccc21 | -10 | 12% | -17%
COc1ccccc1Cn1cc(C(=O)c2ccccc2)c(=O)c2cc(OC)c(OC)cc21 | 6 | 18% | -5%
Cc1ccsc1CCN1C(=O)N(c2ccc(F)cc2)C(=O)C1CC(=O)Nc1ccccc1 (configuration not stated) | 1 | ? | -10%
Cc1ccc(NC(=O)c2oc3ccc(S(=O)(=O)N4CCCCCC4)cc3c2C)c(C)c1 | -20 | 13% | 1%
COc1ccc(-c2nn(CC(=O)NCc3ccccc3)c3c2cnc2ccc(F)cc23)cc1 | -19 | 22% | 18%

At a glance, some entries already given:
Structure | DRD3 agonist | GLP1R inv ag | HEK293 tox
Cc1ccsc1CCN1C(=O)N(c2ccc(F)cc2)C(=O)C1CC(=O)Nc1ccccc1 (configuration not stated) | 1 | ? | -10%
Cc1ccc(NC(=O)c2oc3ccc(S(=O)(=O)N4CCCCCC4)cc3c2C)c(C)c1 | -20 | 13% | 1%
COc1ccc(-c2nn(CC(=O)NCc3ccccc3)c3c2cnc2ccc(F)cc23)cc1 | -19 | 22% | 18%

More structures
Structure | DRD3 agonist | GLP1R inv ag | HEK293 tox
CCOC(=O)c1cccc(NC(=O)C2CCN(c3nnc(C)c4c(C)n(-c5ccccc5)nc34)CC2)c1 | -14 | 7% | -3%
COCCCNS(=O)(=O)c1ccc(N2CCCCS2(=O)=O)cc1 | 8 | -6% | -4%
COc1ccc(/C=C/c2nc(C#N)c(NCCc3ccc(OC)c(OC)c3)o2)cc1OC | -1 | 14% | 15%
COc1ccc(Cn2c(SCc3ccc(C(=O)NCc4ccc(C)cc4)cc3)nc3cccnc32)cc1 | -8 | 0% | -1%
CCOc1ccc(C(=O)Nc2ccc(-c3nc4ccccc4s3)c(C)c2)cc1OCC | 8 | 8% | 3%
COc1cc(NC(=O)Cn2cc(C(=O)c3ccc(F)cc3)c(=O)c3ccc(C)nc32)cc(OC)c1 | -7 | -27% | -25%
Cc1cc(C)cc(C(=O)Nc2ccc(-c3cn4cccnc4n3)cc2)c1 | -5 | -38% | 30%[activator]
Cc1cccc(NC(=O)c2cc3c(=O)n4cccc(C)c4nc3s2)c1C | 5 | -24% | -8%
Cc1cc(C)c(NC(=O)Cn2c(=O)oc3cc(S(=O)(=O)N4CCCCCC4)ccc32)c(C)c1 | -10 | ? | -4%
COc1ccccc1N1CCN(c2ccc(-c3nc(-c4ccccc4C)no3)cc2[N+](=O)[O-])CC1 | 0 | 1% | 2%
Cc1nc(-n2nc(C)c(CCC(C)C)c2C)sc1C(=O)Nc1ccc(Cl)cc1 | 11 | 26% | 12%
CCOc1ccc(NC(=O)C2CCCN(c3nn4cc(-c5ccc(OC)cc5)nc4s3)C2)cc1 (configuration not stated) | -3 | 4% | -12%
COc1ccc(Nc2cc(C)nc(-n3nc(C)cc3C)n2)cc1Cl | -26 | -62% | ?
COc1ccccc1-c1noc(-c2ccc(NCc3ccccc3)c([N+](=O)[O-])c2)n1 | 4 | 6% | -11%
COc1ccc(Nc2nc3c(S(=O)(=O)c4ccccc4)nnn3c3ccsc23)cc1OC | 1 | 11% | 3%
CC(=O)N1CCOc2cc(S(=O)(=O)Nc3cc(C(F)(F)F)ccc3Cl)c(C)cc21 | -3 | -21% | -3%
COc1ccc(C(=O)NCc2ccc3c(c2)CCN3C(=O)c2ccc(Cl)cc2)c(OC)c1 | -7 | 5% | 1%
COc1ccc(CCNC(=O)C2=C(C)C(=O)OC23CCCCC3)c(OC)c1 | -6 | -7% | 6%
Cn1c(SCc2ccccc2Cl)nc2c([nH]c3ccccc32)c1=O | -3 | 8% | 0%
Cc1cccc(C(=O)NNc2ncnc3c2cnn3-c2ccc(C)cc2C)c1 | -16 | -11% | -12%
CCOC(=O)Cn1c(C2CC(=O)N(c3ccc(C)cc3)C2)nc2ccccc21 (configuration not stated) | 10 | -10% | 0%
Cc1ccc(-n2ncc3c(NC(C)c4ccccc4)ncnc32)cc1 (configuration not stated) | 5 | ? | -20%
COc1ccc(-n2cc(-c3ccccc3)c3c(Nc4ccc(OC)c(OC)c4)ncnc32)cc1 | 11 | 2% | 8%
CCCCN(CCCC)c1ncnc2c1cnn2-c1cccc(C)c1 | -12 | ? | 27%
CN(C(=O)CSc1nc2ccccc2n1CC(=O)NCc1ccc(F)cc1)c1ccc(F)cc1 | -12 | ? | -8%
Cc1ccc(NC(=O)CC2Nc3cc(C)c(C)cc3NC2=O)c(C)c1 (configuration not stated) | -4 | 12% | 2%
COc1cc(C2CC(=O)Nc3c2c(C)nn3-c2nncc(-c3ccccc3)n2)cc(OC)c1OC (configuration not stated) | -20 | 7% | 17%
Cc1ccn2c(Nc3ccc4c(c3)OCCO4)c(-c3ccc(N(C)C)cc3)nc2c1 | 1 | 18% | -4%
Cc1cc(C)c(OCC(=O)N(Cc2ccc(N(C)C)cc2)Cc2ccco2)c(C)c1 | 5 | ? | -6%
COc1ccc(OC)c(S(=O)(=O)N2CCC(c3ccncc3)CC2)c1 | -5 | 4% | 7%
CCOc1ccc(-c2cc3c(=O)n(CC(=O)NCc4ccc(C)cc4)ccn3n2)cc1 | -16 | 9% | 29%
CCc1ccc(C(=O)c2cn(CC(=O)Nc3ccc(OC)c(Cl)c3)c3nc(C)ccc3c2=O)cc1 | -19 | 16% | 16%
O=S(=O)(c1ccccc1)c1nnn2c1nc(N1CCN(c3ccccc3)CC1)c1cc(Cl)ccc12 | -6 | 7% | 0%
Cc1ccccc1Nc1c(-c2ccccc2O)nc2sccn12 | -10 | ? | -3%
Cc1cc(C)cc(-n2cnc3cc(C(=O)NC4CCCCCC4)ccc32)c1 | -9 | ? | -31%
Cc1onc(-c2ccc(F)cc2F)c1C(=O)Nc1cccc(C(F)(F)F)c1 | -14 | ? | 1%
Cc1ccc(Cc2nc3ccccc3nc2SCC(=O)N2CCN(c3ccc(F)cc3)CC2)cc1 | 1 | -4% | -1%
COc1cc(OC)c(NC(=O)NCCn2nnc3cc(S(=O)(=O)N(C)C)ccc32)cc1Cl | 7 | -8% | 2%
Cc1c(CC(=O)NCCc2ccccc2)c(=O)oc2c(C)c3occ(C(C)(C)C)c3cc12 | -15 | 2% | -9%
CCOc1ccc(N2CC(NC(=O)C3CC3)CC2=O)cc1 (configuration not stated) | 6 | 11% | 13%
COc1ccc(Cn2nnc3c(=O)[nH]c(C4CCCN(C(=O)c5ccccc5Cl)C4)nc32)cc1OC (configuration not stated) | 11 | 12% | -1%
CCOc1ccccc1NC(=O)c1ccc2c(c1)CCN2S(=O)(=O)c1ccc(C)cc1 | 7 | 19% | 0%
Cc1ccc(NC(=O)CN2C(=O)C(C)(C)c3ccccc32)cc1 | -16 | -20% | 2%
COc1cccc(CNC(=O)C2CCN(c3nnc(-n4c(C)ccc4C)s3)CC2)c1OC | -2 | 4% | 1%
CCc1cccc(NC(=O)CN2C(=O)COc3ccc(S(=O)(=O)N4CCC(C)CC4)cc32)c1 | 3 | ? | -11%
COC(=O)c1nnn(CC(=O)Nc2cc(F)ccc2F)c1C(=O)OC | -9 | 16% | -8%

Of the compounds above, 14 have fluorine.
Structure | DRD3 agonist | GLP1R inv ag | HEK293 tox
Cc1cc(C)c(NC(=O)c2cc(S(=O)(=O)N3CCC4(CC3)OCCO4)ccc2F)c(C)c1 | 6 | ? | 4%
CCCCn1c(=O)nc2n(-c3ccc(F)cc3)c3ccccc3cc-2c1=O | 5 | 14% | -5%
O=C(CSc1nc(-c2cccc(F)c2)[nH]c1-c1ccccc1)Nc1ccc2c(c1)OCO2 | 1 | ? | ?
CCN1CCN(Cc2c(O)ccc3oc(C)c(C(=O)Nc4cccc(C(F)(F)F)c4)c23)CC1 | -21 | ? | -2%
Cc1ccc2c(=O)c(C(=O)c3ccc(F)cc3)cn(CC(=O)NC3CCCCC3)c2n1 | -3 | 4% | 3%
Cn1cc(-c2cc3n(n2)CCC(=O)N3CCCC(=O)Nc2ccccc2F)c2ccccc21 | -10 | 12% | -17%
Cc1ccsc1CCN1C(=O)N(c2ccc(F)cc2)C(=O)C1CC(=O)Nc1ccccc1 (configuration not stated) | 1 | ? | -10%
COc1ccc(-c2nn(CC(=O)NCc3ccccc3)c3c2cnc2ccc(F)cc23)cc1 | -19 | 22% | 18%
COc1cc(NC(=O)Cn2cc(C(=O)c3ccc(F)cc3)c(=O)c3ccc(C)nc32)cc(OC)c1 | -7 | -27% | -25%
CC(=O)N1CCOc2cc(S(=O)(=O)Nc3cc(C(F)(F)F)ccc3Cl)c(C)cc21 | -3 | -21% | -3%
CN(C(=O)CSc1nc2ccccc2n1CC(=O)NCc1ccc(F)cc1)c1ccc(F)cc1 | -12 | ? | -8%
Cc1onc(-c2ccc(F)cc2F)c1C(=O)Nc1cccc(C(F)(F)F)c1 | -14 | ? | 1%
Cc1ccc(Cc2nc3ccccc3nc2SCC(=O)N2CCN(c3ccc(F)cc3)CC2)cc1 | 1 | -4% | -1%
COC(=O)c1nnn(CC(=O)Nc2cc(F)ccc2F)c1C(=O)OC | -9 | 16% | -8%

Only part of the results is shown; rates above refer to the full screens.
